Screening results deposited in PubChem by several laboratories.
TRPC6 activator – mouse TRPC6 channel activators, primary screen, cell-based, HEK293, membrane potential dye. 0.13% of 310,000 active. HEK293-TRPC6 membrane potential dye fluorescence; active compounds read high. Short transient receptor potential channel 6 (Mus musculus), Q61143. AID 2550, 2010. B-score at 10 µM;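 active means B-score of the integrated fluorescence ratio above library mean plus 3 SD, and starting fluorescence ratio within library mean plus 5 SD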;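 further: higher score means more depolarization so channel activation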
TRPC6 inhibitor – mouse TRPC6 channel inhibitors, primary screen, cell-based, HEK293, membrane potential dye; Short transient receptor potential channel 6 (Mus musculus), Q61143; ACh-evoked depolarization; active compounds read low; B-score at 10 µM; 1.1% of 310,000 active; AID 2553, 2010;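 active means B-score under library mean minus 3 SD, initial fluorescence not abnormally high, positive integrated signal ratio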;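 further: B-score derived from integrated fluorescence ratio over the kinetic read; more negative B-score means stronger inhibition of depolarization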
HIF activator – HIF pathway transcriptional activators, primary screen, cell-based, U2OS HRE-luciferase, luminescence; U2OS HRE-luciferase reporter; normalized: DMSO 0%, desferrioxamine 100%; activation, % at 7.5 µM (by protocol); 0.32% of 300,000 active;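 active means mean activation of at least 10% of the iron chelator positive control signal, with at least half of replicates also reaching 10%; inconclusive means mean and replicate majority disagree about reaching 10%; inactive means mean and most replicates under 10%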
MrgX1 antagonist – antagonists of human MrgX1 receptor, primary screen, HEK293 cells, Fluo-4 calcium flux; B-score at 10 µM; 1.3% of 310,000 active; Mas-related G-protein coupled receptor member X1 (Homo sapiens), Q96LB2; BAM8-22 antagonism; active compounds read low;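 active means calcium-response B-score plate-corrected more than 3 library SD below zero, starting fluorescence within 5 deviations, no agonist response on first addition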;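 further: peak minus trough fluorescence over baseline after final BAM8-22 challenge near maximal dose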
Target sequence (Q96LB2 whole entry, looked up): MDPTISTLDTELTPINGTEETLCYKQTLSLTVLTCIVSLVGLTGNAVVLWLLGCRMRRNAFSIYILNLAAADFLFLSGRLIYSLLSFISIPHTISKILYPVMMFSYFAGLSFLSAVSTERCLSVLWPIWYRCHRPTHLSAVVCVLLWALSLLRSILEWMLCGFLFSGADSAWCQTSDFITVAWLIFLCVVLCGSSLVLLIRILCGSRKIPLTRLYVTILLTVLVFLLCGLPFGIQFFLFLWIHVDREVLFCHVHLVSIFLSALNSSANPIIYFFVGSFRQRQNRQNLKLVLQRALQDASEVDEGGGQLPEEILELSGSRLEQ
SKKanGAS inh – S. pyogenes SKKanGAS growth inhibitors in kanamycin, primary screen, streptokinase expression inhibitor project, SKKanGAS strain, BacTiter-Glo luminescence | 6 h | inhibition, % at 7.5 µM | 1.3% of 300,000 active;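 active means mean replicate score, as percent of positive control median, at least 50; inconclusive means mean below 50 but one replicate at or above 50; inactive means mean and every replicate below 50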;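 further: strain carries kanamycin resistance gene driven by streptokinase promoter and grows in 40 µg/ml kanamycin; loss of luminescence reflects streptokinase promoter inhibition or plain growth inhibition; 0% = median of DMSO wells and 100% = positive control at its reference dose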
TRPC4 agonist – activators of mouse TRPC4 channel, primary screen, Fluo4 calcium, HEK293 TRPC4beta/mu-opioid cells. B-score at 10 µM. 0.49% of 310,000 active. AID 2237, 2010. Fluo4 calcium fluorescence; active compounds read high. Short transient receptor potential channel 4 (Mus musculus), Q9QUQ5;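 active means B-score above 5 SD of library B-scores, and initial fluorescence ratio not above library mean plus 5 SD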;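 further: positive B-score marks a calcium rise read as TRPC4 activation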
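Assay system – TRPC4beta and mu-opioid receptor HEK293 stable cells · Measured by – Fluo4 fluorescence, kinetic · Schedule – dye loading 45 min room temperature, 110 s kinetic read · Read-out – B-scored integrated calcium fluorescence ratio · Controls – buffer and maximal DAMGO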
KLF5 inh – KLF5 expression inhibitors, primary screen, DLD-1 cells, luminescence | DLD-1 KLF5 promoter-luciferase reporter | inhibition, % at 5 µM | 0.23% of 290,000 active;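 active means inhibition above a per-plate limit of that plate's mean compound inhibition plus 3 SD, cut at about 60% in these data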;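 further: 0% = DMSO wells and 100% = LY294002 at 200 µM; higher means less KLF5 promoter-driven luciferase light; inactives centre near -14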
IEC-6 tox – cytotoxicity in IEC-6 intestinal epithelial cells, primary screen, cytotoxicity control for KLF5 inhibitor project, cell-based, luminescence | inhibition, % at 5 µM | 0.78% of 290,000 active | AID 1825, 2009 | IEC-6 cytotoxicity, luminescence viability; in the data active means inhibition above about 22%;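 further: 0% = plate median of test compound wells and 100% = cytotoxic reference compound wells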
TRPC4 PAM – positive allosteric modulators of TRPC4, primary screen, cell-based, mouse TRPC4beta, HEK293 mu-opioid, Fluo-4 calcium; Short transient receptor potential channel 4 (Mus musculus), Q9QUQ5; DAMGO EC20, Fluo-4 Ca2+ flux; active compounds read high; B-score at 10 µM; 0.42% of 310,000 active;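 active means B-score of calcium response area above 5 SD of library B-scores, with initial fluorescence ratio within 5 SD of library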;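 further: B-score of integrated fluorescence ratio over time as area under calcium response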
aSyn UTR inh – MLPCN primary screen, SNCA 5' untranslated region; alpha-synuclein 5'UTR reporter, inhibitor activity; 0.82% of 300,000 active; inhibition, % (tested at 7.5 µM); in the data active means inhibition above about 60%; inconclusive means no clear call, values can overlap the other calls;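 further: H4 neuroglioblastoma cells stably carrying SNCA 5'UTR luciferase fusion; 0% = DMSO wells and 100% = positive control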
TRPC4 inh – inhibitors of mouse TRPC4 channel, primary screen, Fluo4 calcium, HEK293 TRPC4beta/mu-opioid cells; 0.39% of 300,000 active; B-score at 10 µM; DAMGO-evoked Fluo4 calcium flux; active compounds read low; Short transient receptor potential channel 4 (Mus musculus), Q9QUQ5;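 active means B-score over 3 SD under the library average, no early fluorescence shift, positive overall ratio signal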
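Signal: kinetic Fluo4 fluorescence imaging of calcium influx. Material: stable TRPC4beta/mu-opioid receptor HEK293 cells. Probe or stimulus: DAMGO in two steps, submaximal then maximal.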
Numbers without * were called inactive; i = inactive; ? = inconclusive; / = no result given. No enrichment for hits; 5.8% or so of the library scored in one or more.

SMILES | TRPC6 activator | TRPC6 inhibitor | HIF activator | MrgX1 antagonist | SKKanGAS inh | TRPC4 agonist | KLF5 inh | IEC-6 tox | TRPC4 PAM | aSyn UTR inh | TRPC4 inh
COc1ccc(CNC(=O)CN(c2ccc(OC)cc2)S(=O)(=O)c2c(C)[nH]c(=O)[nH]c2=O)cc1 | i | i | 0.2 | i | -4 | i | -9 | 5 | i | 0 | i
Cc1ccc(C)c(NC(=S)NNC(=O)c2sccc2C)c1 | i | i | 0.7 | i | 3 | i | -72 | 0 | i | -69 | i
COc1ccc(/C=C/C(=O)NC(=S)N2CCOCC2)cc1 | i | i | 1.3 | i | 11 | i | -142 | -6 | i | -84 | i
COC(=O)c1sc(NC(=O)C(C)c2ccccc2)nc1C (stereo not drawn) | i | i | -0.2 | i | 4 | i | -12 | -10 | i | 6 | i
CN1CCC(OC(=O)c2ccc(Cl)cc2Cl)CC1 | i | i | 0.0 | i | -4 | i | -49 | -2 | i | -18 | i
C=CCNc1nc(Nc2ccc([N+](=O)[O-])cc2)nc(N2CCCC2)n1 | i | i | -0.2 | i | 17 | i | -36 | 7 | i | 1 | i
Cc1cnc([N+](=O)[O-])n1CCOC(=O)NC(=O)c1ccc(F)cc1 | i | i | -0.2 | i | -17 | i | -23 | 0 | i | -23 | i
CCCC(=O)N(CCN1CCOCC1)c1nc2c(C)cccc2s1 | i | i | -0.1 | i | -7 | i | -8 | -9 | i | -7 | i
CN(C)CCNC(=O)c1nn(C)c2c1CCc1ccccc1-2 | i | i | 0.2 | i | -6 | i | -6 | 2 | i | 1 | i
COc1ccccc1NC(=S)NCCN1CCOCC1 | i | i | 0.0 | i | 1 | i | 16 | 4 | i | 5 | i
c1ccc2c(c1)oc1c(NCCCn3ccnc3)ncnc12 | i | i | 0.1 | i | -16 | i | -29 | -2 | i | -2 | i
COc1ccc(/C=N/NC(=O)c2sccc2OCc2ccc(F)cc2)cc1OC | i | i | 1.4 | i | 14 | i | -7 | 2 | i | -49 | i
CC(CN1CCN(Cc2ccccc2)CC1)c1ccccc1 (stereo not drawn) | i | i | 0.9 | i | -4 | i | -38 | 2 | i | 0 | i
COc1cc(C(c2sc3nc(C)nn3c2O)N2CC(C)CC(C)C2)cc(OC)c1OC (stereo not drawn) | i | i | -0.2 | i | -3 | i | 5 | -1 | i | 3 | i
Cc1ccc(C(=O)Nc2ccccc2C(=O)N2CCCC(C)C2)cc1 (stereo not drawn) | i | i | -0.2 | i | -2 | i | 10 | -2 | i | -4 | i
CCCCN1C(=O)C(=O)N(c2ccccc2)C1=S | i | i | 2.3 | i | 2 | i | -112 | -8 | i | -135 | i
O=C(C1CCC(=O)N(C2CCCC2)C1)N1CCN(c2ccc(Cl)cc2)CC1 (stereo not drawn) | i | i | 0.6 | i | -2 | i | -13 | 2 | i | 17 | i
CN(Cc1ccccc1)S(=O)(=O)c1ccc(C(=O)Nc2nnc(C3CC3)o2)cc1 | i | i | -0.8 | i | 79* | i | 11 | 5 | i | ? | i
N/C(=N\OC(=O)CCCOc1ccccc1)c1ccncc1 | i | i | 0.3 | i | 6 | i | 2 | 1 | i | 8 | i
COc1ccc(/C=C/C(=O)Nc2cccc(S(=O)(=O)N3CCCC3)c2)cc1OC | i | i | 0.7 | i | -8 | i | -26 | 5 | i | 12 | i
O=C(CSc1nnnn1C1CCCCC1)NCc1ccc2c(c1)OCO2 | i | i | / | i | 1 | i | -20 | 4 | i | 14 | i
CCNC(=O)c1cc(Br)ccc1Cl | i | i | 0.4 | i | 0 | i | -22 | 6 | i | -6 | i
CCCn1cc(CN2CCc3ccc(NC(=O)C4CCCO4)cc3C2)c(C)n1 (stereo not drawn) | i | i | 0.1 | i | -4 | i | -44 | -3 | i | -9 | i
COc1ccc(C(=O)N/C(=C/c2ccco2)C(=O)NCc2ccco2)cc1 | i | i | -3.2 | i | -5 | i | 20 | -3 | i | -11 | i
O=C(OCCN1C(=O)c2cccc3c(N4CCOCC4)ccc(c23)C1=O)c1cccc(Cl)c1 | i | i | 1.0 | i | 12 | i | -19 | -1 | i | 13 | i
CCc1nnc(NC(=O)c2ccc3c(=O)n4c(nc3c2)CCCCC4)s1 | i | i | 0.1 | i | 11 | i | -37 | -2 | i | -18 | i
CN(Cc1cccc2ncccc12)C(=O)CC1C(=O)NCCN1Cc1ccc(F)cc1 (stereo not drawn) | i | i | 0.1 | i | -7 | i | -22 | -4 | i | 18 | i
Cc1ccc(S(=O)(=O)N2CCOC2C(Cl)(Cl)Cl)cc1 (stereo not drawn) | i | i | -0.7 | i | 16 | i | -1 | -6 | i | 23 | i
Cc1c(Br)c([N+](=O)[O-])nn1CC(=O)Nc1ccc(C(N)=O)cc1 | i | i | -0.2 | i | -22 | i | 5 | 3 | i | -4 | i
CCOc1ccc(N(C)c2ccc(/C=C3/SC(=S)NC3=O)cc2)cc1 | 18* | i | -0.6 | i | 65* | i | -47 | -6 | i | 7 | i
CCn1c(=O)n(Cc2ccco2)c(=N)c2c3c(sc21)COC(C)(C)C3 | i | i | -0.1 | i | 4 | i | -16 | 0 | i | 3 | i
NC(=O)C1CCN(S(=O)(=O)c2ccc3c(c2)OCCO3)CC1 | i | i | 0.0 | i | -5 | i | -39 | 0 | i | 6 | i
CN1CCN(S(=O)(=O)c2ccc(Oc3ccc(Br)cc3F)nc2)CC1 | i | i | -0.6 | i | 0 | i | / | / | i | 0 | i
O=C(COc1coc(CN2CCc3ccccc3C2)cc1=O)Nc1cccc([N+](=O)[O-])c1 | i | i | -0.3 | i | -11 | i | / | / | i | 4 | i
CCOC(=O)c1ccc(-n2c(N)c(C(=O)NCc3ccco3)sc2=S)cc1 | i | i | 1.0 | i | 7 | i | -24 | -3 | i | -2 | i
Cc1ccccc1OCC(=O)Nc1ccc2c(c1)OCO2 | i | i | 1.5 | -4.5* | -11 | i | -39 | -4 | i | -140 | i
COc1ccc(N(CC(=O)NCCC2=CCCCC2)S(=O)(=O)c2ccccc2)c(OC)c1 | i | i | -1.3 | i | -7 | i | -10 | 1 | i | 40 | i
CCOc1ccc(NC(=O)CSc2nnc(CCNC(=O)c3ccc(OC)cc3)n2CC)cc1 | i | i | 0.3 | i | / | i | -4 | -2 | i | 7 | i
O=C(Nc1ccc(F)cc1)c1cc(S(=O)(=O)N2CCOCC2)cs1 | i | i | -0.3 | i | 1 | i | -30 | 11 | i | -14 | i
CCn1ncc(C(=O)Nc2cc(C)on2)c1C | i | i | / | i | -14 | i | -72 | 2 | i | / | i
O=C(NCc1cccnc1)C(=O)NCC1OCCN1S(=O)(=O)c1ccc(Cl)cc1 (stereo not drawn) | i | i | -0.1 | i | -2 | i | -3 | -4 | i | 5 | i
COC(=O)Oc1nsnc1N1CCOCC1 | i | i | / | i | 2 | i | -1 | -2 | i | 3 | i
Cc1csc(NC(=O)C(CC(C)C)NS(=O)(=O)c2ccc3c(c2)oc(=O)n3C)n1 (stereo not drawn) | i | i | 1.0 | i | -3 | i | -31 | -4 | i | -30 | i
Cc1ccc(C(=O)n2c(-c3ccccc3)cnc2SCC(=O)Nc2ccccc2)cc1 | i | i | 1.3 | i | -4 | i | -46 | -4 | i | 12 | i
COc1ccc2c(c1)C=C(C(=O)OCc1cccnc1)CO2 | i | i | -0.3 | i | -2 | i | 0 | 4 | i | 18 | i
N#CCC1c2ccccc2CCN1C(=O)Nc1cccc(C(F)(F)F)c1 (stereo not drawn) | i | i | -0.2 | i | 9 | i | -26 | 10 | i | -7 | i
Cc1occc1C(=O)Nc1cccc(Cl)c1Cl | i | i | 1.6 | i | -6 | i | -48 | -4 | i | -51 | i
Cc1ccccc1OC(C)C(=O)Nc1ccc(S(=O)(=O)N2CCCC2)cc1 (stereo not drawn) | i | i | -0.1 | i | -9 | i | -33 | -5 | i | -2 | i
O=C(CN1CCOCC1)Nc1ccc(Cl)cc1 | i | i | -1.5 | i | -3 | i | -50 | -1 | i | -1 | i
COC/C=C/C1=CC2=CC(=O)C(C)(OC(=O)c3cnc4ccccc4n3)C(=O)C2=CN1c1ccc(CO)cc1 (stereo not drawn) | i | i | -0.9 | i | 4 | i | -29 | -7 | i | -9 | i
CN(CC(=O)Nc1ccc(N2CCOCC2)cc1)CC(=O)Nc1ccc(N2CCOCC2)cc1 | i | i | -0.3 | i | -13 | i | -25 | -3 | i | 5 | i
O=C(COc1ccccc1Cl)Nc1ccc(N2CCN(C(=O)c3ccccc3)CC2)cc1 | i | i | 2.0 | i | 3 | i | 15 | -6 | i | 9 | i
Cc1cc(C(=O)Nc2ccccc2N2CCOCC2)c(C)o1 | i | i | -0.1 | i | -3 | i | -36 | 4 | i | 3 | i
O=c1c2ccccc2sc2ccc(C#CC3(O)CCCCC3)cc12 | i | i | -3.4 | i | 26 | i | / | / | i | 104* | i
COC(=O)C1=C(C)NC(=O)NC1c1ccc(-c2ccccc2Cl)o1 (stereo not drawn) | i | i | 1.0 | i | 3 | i | -24 | 6 | i | 4 | i
N=C1CCCN1c1ccccc1O | i | i | -0.4 | i | 4 | i | 7 | -2 | i | 23 | i
